# HDAC3 inhib: HDAC3 deacetylase inhibitors, primary screen, biochemical, fluorescence, cell-free homogeneous; recombinant HDAC3, fluorogenic peptide/trypsin coupled; inhibition, % at 8.3 µM; hit rate 0.15% among 320,000; in the data active = inhibition above about 26%, passing the limit was not always enough
# Target sequence (O15379 whole entry, looked up): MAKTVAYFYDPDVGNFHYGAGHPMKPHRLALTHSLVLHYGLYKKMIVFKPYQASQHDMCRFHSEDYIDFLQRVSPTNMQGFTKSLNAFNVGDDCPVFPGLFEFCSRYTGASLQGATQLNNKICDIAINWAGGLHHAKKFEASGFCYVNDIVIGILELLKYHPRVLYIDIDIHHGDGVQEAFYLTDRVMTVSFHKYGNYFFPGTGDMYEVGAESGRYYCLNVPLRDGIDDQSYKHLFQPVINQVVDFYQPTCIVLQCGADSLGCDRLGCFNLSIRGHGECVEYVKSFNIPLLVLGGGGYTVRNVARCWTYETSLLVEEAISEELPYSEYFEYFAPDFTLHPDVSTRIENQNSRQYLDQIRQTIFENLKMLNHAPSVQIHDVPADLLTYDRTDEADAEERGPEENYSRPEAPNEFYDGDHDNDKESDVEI
# Starred values were filed as active, the others as inactive. Only part of the results is shown; count on the stated rates, not on these rows.
SMILES,HDAC3 inhib
Cc1cc(NC(=O)CN2C(=O)NC(C)(c3ccc(Cl)cc3Cl)C2=O)no1 (stereo not drawn),-2.2
Cc1ccc(N(C)S(=O)(=O)c2cccc(C(=O)OCC(=O)c3c(N)n(C)c(=O)n(C)c3=O)c2)cc1,12.1
O=C(Cn1cc([N+](=O)[O-])ccc1=O)N1CCc2ccccc21,-6.8
COC(=O)[C@]1(C)N[C@H](CN(C)C(=O)Nc2ccc(C)cc2)[C@@H]2C(=O)N(Cc3ccccc3)C(=O)[C@@H]21,-2.4
CCOc1ccccc1OCC(=O)OCC(=O)c1c(N)n(CC(C)C)c(=O)n(C)c1=O,8.8
O=C1CC(c2ccc3ccccc3c2)NN1 (stereo not drawn),-4.0
CC1Sc2ccc(C(=O)NCc3ccccc3Cl)cc2NC1=O (stereo not drawn),3.1
CCOC(=O)[C@@H]1[C@H]2COc3ccc(Br)cc3[C@@H]2N2C(=O)N(c3ccc(Cl)cc3)C(=O)[C@@]12C,-4.8
CC(OC(=O)C1=COCCO1)C(=O)c1ccc(Br)cc1 (stereo not drawn),2.0
C[C@@H]1CN([C@@H](C)CO)C(=O)c2cc(N(C)C)ccc2O[C@@H]1CN(C)S(C)(=O)=O,-2.6
CCN(CC)S(=O)(=O)c1ccc(/C=C/C(=O)OCC(=O)Nc2cccnc2Cl)cc1,-0.6
CC(=O)c1cc2c(cc1NC(=O)Cc1ccsc1)OCO2,-1.5
O=c1c2c3nc4ccccc4nc3n(-c3ccc4c(c3)OCCO4)c2ncn1C1CCCC1,-16.0
COc1ccc(C(CNC(=O)COc2cccc(C(F)(F)F)c2)N2CCCC2)cc1 (stereo not drawn),3.2
CCCCC(=O)Nc1ccc(C)c(S(=O)(=O)N2CCCCCC2)c1,7.7
CC(=O)c1cccc(OCC(=O)N(Cc2ccco2)c2c(N)n(Cc3ccccc3)c(=O)[nH]c2=O)c1,-0.1
Cc1nnc(SCC(=O)NNC(=O)c2ccccc2)n1N,4.8
O=C(COc1ccccc1Cl)Nc1cccc(S(=O)(=O)N2CCCC2)c1,-14.7
Nc1ncnc2c1ncn2[C@@H]1O[C@H](CNCc2ccc(OCC(=O)Nc3nccs3)cc2)[C@@H](O)[C@H]1O,0.0
COc1ccc(C(=O)N(C)Cc2ccccc2F)cc1S(=O)(=O)N1CCCC1,-0.5
COc1ccccc1CN(C)CC(=O)Nc1cccc(S(=O)(=O)N2CCCC2)c1,3.3
Cc1ccc(C(=O)OC(C)C(=O)NC2CCCCC2C)s1 (stereo not drawn),-3.7
CC1CCCCC12NC(=O)N(CC(=O)N(C)Cc1nc3ccccc3c(=O)[nH]1)C2=O (stereo not drawn),4.5
O=C(Nc1cc(S(=O)(=O)N2CCCC2)ccc1Cl)c1ccncc1,0.6
CCc1noc(C)c1C(=O)N(C)CC(=O)Nc1cccc(OC)c1,0.2

# Carrying on:
SMILES,HDAC3 inhib
CCOc1ncccc1C(=O)OCC(=O)Nc1cccc(S(=O)(=O)N2CCCCCC2)c1,5.3
OC(COc1ccccc1)CN(Cc1ccccc1)CC(O)COc1ccccc1 (stereo not drawn),15.8
CN(CC(=O)Nc1sccc1C(N)=O)S(=O)(=O)c1ccc(Cl)cc1,3.3
O=C(Nc1ccccc1N1CCCCC1)C1=COCCO1,2.2
COc1ccc(-c2nn(Cc3ccccc3)cc2C(=O)N2CCN(c3ncccn3)CC2)cc1OC,-3.1
CCOC(=O)c1c(C)[nH]c(C(=O)COC(=O)c2cc(C)oc2C)c1C,1.9
CCc1ccccc1N1CC(C(=O)N2Cc3ccccc3CC2C(N)=O)CC1=O (stereo not drawn),-0.3
Cc1cc(NC(=O)COC(=O)c2ccccc2NCCO)no1,-16.0
Cc1ccc(Cl)cc1NC(=O)CN1C(=O)NC(C)(C2CC2)C1=O (stereo not drawn),5.8
C[C@H](CO)N1C[C@H](C)[C@@H](CN(C)C(=O)Nc2ccc(C(F)(F)F)cc2)Oc2ccc(NS(=O)(=O)c3ccc(F)cc3)cc2C1=O,-2.5
COc1ccc(C(C)=O)cc1CC(=O)Nc1cccc(S(=O)(=O)N2CCOCC2)c1,7.1
Cc1ccc(-c2cc(C(=O)NCC(c3ccccc3)N(C)C)c3ccccc3n2)o1 (stereo not drawn),-3.7
CC1(C)CC[C@@]2(C(=O)O)C(C1)C1=CCC3[C@@]4(C)CC[C@H](O)C(C)(C)C4CC[C@@]3(C)[C@]1(C)C[C@H]2O (stereo partly drawn),0.0
Cc1nn(C)c(C)c1NS(=O)(=O)c1ccc(Cl)s1,-4.5
CC(=O)Nc1ccc(NC(=O)C(C)OC(=O)c2ccc(S(=O)(=O)N3CCCCCC3)cc2)cc1 (stereo not drawn),-18.9
Cn1nc(C(=O)NNC(=O)c2cccc(Cl)c2)c2ccccc2c1=O,-2.8
COc1ccccc1C(=O)NCC(=O)OCC(=O)Nc1nnc(-c2ccccc2)o1,9.3
Cc1ccc(C(=O)OCC(=O)NCc2ccc3c(c2)OCO3)cc1S(=O)(=O)N1CCOCC1,4.1
O=C(Nc1ccccc1C(=O)NC1CC1)c1ccccc1F,-6.0
N#Cc1ccc(C(=O)Nc2cc(-c3ccc(F)cc3)nn2-c2ccccc2)cc1,5.8
CCCCOCCOCCOCCCC,-4.4
CC(=O)c1ccc(NC(=O)COC(=O)c2c[nH]c3ccccc23)cc1,0.6
NC(=O)C1CC(=O)N(c2ccc(OCC(=O)Nc3ccc(F)cc3)cc2)C1 (stereo not drawn),-4.7
CC(=O)c1c(C)[nH]c(C(=O)OCc2nnc(-c3ccc([N+](=O)[O-])cc3)o2)c1C,-0.5
O=C(OCCc1cc2ccccc2c(=O)o1)c1cccs1,-1.6

# The final five compounds of the section before open the next one:
SMILES,HDAC3 inhib
CCCCOCCOCCOCCCC,-4.4
CC(=O)c1ccc(NC(=O)COC(=O)c2c[nH]c3ccccc23)cc1,0.6
NC(=O)C1CC(=O)N(c2ccc(OCC(=O)Nc3ccc(F)cc3)cc2)C1 (stereo not drawn),-4.7
CC(=O)c1c(C)[nH]c(C(=O)OCc2nnc(-c3ccc([N+](=O)[O-])cc3)o2)c1C,-0.5
O=C(OCCc1cc2ccccc2c(=O)o1)c1cccs1,-1.6
O=C(CN1CCN(S(=O)(=O)c2ccc(Br)s2)CC1)N1CCCCC1,0.6
CSc1ccccc1C(=O)OCC(=O)Nc1cccnc1Cl,1.4
Cc1cc(C(=O)NNC(=O)c2cccc([N+](=O)[O-])c2)n[nH]1,0.6
Nc1cc(N)nc(SCC(=O)NCC(=O)Nc2ccc(F)c(F)c2F)n1,1.4
COc1ccc(-c2ccc3c(c2)O/C(=C\c2ccsc2)C3=O)cn1,1.6
CC(=O)c1ccc(-c2ccc(C(=O)Nc3nc(C)c(C(C)=O)s3)o2)cc1,-3.4
Cc1cc(C)cc(NC(=O)COC(=O)COc2ccc(N(C)S(=O)(=O)c3cccs3)cc2)c1,-1.9
C[C@@H]1CN([C@H](C)CO)C(=O)Cc2cc(NC(=O)CCC(F)(F)F)ccc2O[C@@H]1CN(C)C(=O)Nc1ccccc1,1.9
CN(C(=O)CSc1ncnc2sc3c(c12)CCC3)C1CCS(=O)(=O)C1 (stereo not drawn),2.7
C[C@@H]1COC(=O)[C@@H](CC(=O)OC(C)(C)C)C/C=C\C[C@@H](CC(=O)N(CCO)Cc2ccccc2)C(=O)N1,-5.2
CCCCCCSc1ccc(-c2nc3cnccn3c2NCCCC)cc1,-1.9
O=C(COC(=O)Cc1ccccc1F)Nc1ccccc1[N+](=O)[O-],4.2
COc1ccc(CCNC(=O)COC(=O)c2cc(Cl)nc(Cl)c2)cc1,3.8
C=CCNc1oc(-c2cccc(Cl)c2)nc1C#N,-12.4
CC(=O)N1CCN(C(=O)c2ccc(C)c(S(=O)(=O)N3CCCCC3)c2)CC1,4.4
CCN1C(=O)[C@H]2[C@@H](c3ccc(-c4ccc(F)cc4)cc3)N[C@@](C)(C(=O)OC)[C@H]2C1=O,2.3
O=C(Nc1ccccc1)OCC(CN1CCCCC1)OC(=O)Nc1ccccc1 (stereo not drawn),-4.6
COc1ccccc1NS(=O)(=O)c1cc(NC(=O)c2ccc(Cl)nc2)ccc1N1CCCC1,17.3
C=CCN(c1ccccc1OC)S(=O)(=O)c1cccc(C(=O)OCC(=O)N2CC(C)OC(C)C2)c1 (stereo not drawn),-2.7
COC(=O)[C@]1(Cc2ccccc2)N[C@H](CN(C)C(=O)Nc2ccc(OC)cc2)[C@@H]2C(=O)N(Cc3ccccc3)C(=O)[C@@H]21,0.9
CCc1ccc(OC)c(S(=O)(=O)NCc2cccs2)c1,2.2
CC(C)CC1(C)NC(=O)N(CC(=O)Nc2ccc3c(c2)OCCO3)C1=O (stereo not drawn),0.7
COCCN(C(=O)CCCc1nc2ccccc2s1)c1c(N)n(CC(C)C)c(=O)[nH]c1=O,3.1
COCCCNC(=O)Cn1ccc(N)nc1=O,-0.3
O=C(COC(=O)[C@@H]1CCCN1C(=O)c1cccs1)Nc1ccc(Br)cc1,5.1

# Remaining list, next part
SMILES,HDAC3 inhib
Cc1cccc(NC(=O)c2nc[nH]c2C(=O)N2CCN(C(=O)OC(C)(C)C)CC2)c1,-1.3
CN(CC(=O)NCC1CCCCC1)CC(=O)Nc1ccccc1Br,-0.8
C=CCCO[C@@H]1O[C@@H](C)[C@H](O)C[C@H]1O,3.9
COc1ccc(NS(=O)(=O)c2ccc(C(=O)Nc3c(C)n(C)n(-c4ccccc4)c3=O)cc2)cc1,9.4
Cc1ccc(NS(=O)(=O)c2cccc(C(=O)NCC(c3ccco3)N3CCCC3)c2)cc1 (stereo not drawn),-0.1
COc1cc(CCCN2CCNC[C@@H]2CC2CCCCC2)cc(OC)c1OC,0.5
COc1ccc(OCC(=O)NNC(=O)C2CCC2)cc1,0.5
CN(CC(=O)Nc1ccccc1Br)C(=O)Cn1[nH]c(=O)c2ccccc2c1=O,3.6
O=C(NC1=NCCS1)c1ccc(F)c(S(=O)(=O)N2CCOCC2)c1,-0.5
CC(C)CC1NC(=O)N(CC(=O)Nc2ccc(-c3ccccc3)cc2)C1=O (stereo not drawn),8.4
COc1cc(S(=O)(=O)Nc2ccc3nc(C)sc3c2)ccc1NC(C)=O,-3.7
CCCn1c(SCC(=O)Nc2ccc(Cl)cc2F)nc(O)cc1=O,3.5
C[C@H](CO)N1C[C@H](C)[C@@H](CN(C)S(=O)(=O)c2ccccc2)Oc2ccc(NS(=O)(=O)c3cccs3)cc2C1=O,2.3
CCN(c1ccccc1)S(=O)(=O)c1ccc(Cl)c(C(=O)NCc2ccco2)c1,-0.8
O=C(COC(=O)c1ccc[n+]([O-])c1)Nc1cc([N+](=O)[O-])ccc1Cl,-1.1
CC(C)(Oc1ccc(F)cc1)C(=O)OCC(=O)c1ccc(S(C)(=O)=O)cc1,-2.4
COc1ccc(N2C(=O)N3[C@@H]4c5ccccc5OC[C@@H]4[C@@H](c4ccccc4)[C@@]3(C)C2=O)cc1,-3.7
Cc1ccc(OCC(=O)NN=C2C3CC4CC(C3)CC2C4)cc1,-1.0
COc1cc(C(C)=O)ccc1OC(C)C(=O)Nc1ccc(S(=O)(=O)N2CCCC2)cc1 (stereo not drawn),-2.1
COc1ccc(NC(=O)CN(C)C(=O)c2cccc(Oc3ccccc3)c2)cc1,0.4
COc1cc(C(=O)N[C@H](C(=O)OCC(=O)NC2CCCCCC2)C(C)C)cc(OC)c1OC,8.5
CC1CCCC(C)N1C(=O)COC(=O)c1ccc([N+](=O)[O-])o1 (stereo not drawn),2.6
O=C(COC(=O)COc1ccccc1)Nc1ccc2c(c1)OCCO2,4.5
Cc1cn(C2CC(OC(=O)C(C)C)C(CO)O2)c(=O)[nH]c1=O (stereo not drawn),-2.1
CC1CCN(C(=O)c2[nH]cnc2C(=O)NCc2ccccc2)CC1,-1.8

# Other compounds follow.
SMILES,HDAC3 inhib
COc1ccccc1CNC(=O)C(Cc1ccccc1)NC(=O)c1ccccc1 (stereo not drawn),-0.3
COc1cccc(/C=C/C(=O)OCC(=O)NCC2CCCCC2)c1OC,-4.8
C[C@H](CO)N1C[C@H](C)[C@@H](CN(C)S(=O)(=O)c2ccccc2)Oc2ccc(NC(=O)NC3CCCCC3)cc2C1=O,8.2
CN(c1ccc(C(=O)N2CCCCCC2)cc1)S(=O)(=O)c1ccccc1,6.5
COc1ccc(S(=O)(=O)N2CCCCC2)cc1NC(=O)Cc1cccs1,-7.4
CCc1nnc(NC(=O)CN2C(=O)N(C)C3(CCCCC3)C2=O)s1,-1.7
CCCC(=O)Nc1ccc(C(=O)COC(=O)C2CC2C)cc1 (stereo not drawn),-4.6
Cc1cccc(NC(=O)CSCC(=O)N(C)Cc2ccc(Cl)c(Cl)c2)c1,-7.7
COC(=O)c1ccc(CNC(=O)COC(=O)/C=C/c2cc(OC)c(OC)c(OC)c2)cc1,-1.8
COc1ccccc1C(=O)NCCC(=O)NCC(c1ccco1)N1CCCC1 (stereo not drawn),-3.3
NC(=O)c1ccccc1NC(=O)c1cc(S(=O)(=O)N2CCCCC2)ccc1N1CCOCC1,-1.3
O=C(COc1ccc(C(=O)c2ccc(F)cc2)cc1)Nc1cccc(S(=O)(=O)N2CCOCC2)c1,3.5
O=C(c1ccco1)N1CCN(Cc2cc(=O)oc3cc(O)ccc23)CC1,-52.3
CCOC(=O)c1ccc(N2C(=O)[C@@H](c3ccccc3)[C@H]2c2ccccc2)cc1,-1.8
CCOc1ccc(NC(=O)CN(C)C(=O)CCC2CCCCC2)cc1OCC,8.0
C=C(C(=O)Oc1c(C(C)(C)C)cccc1C(C)(C)C)c1ccccc1,0.8
O=C(C1CCN(S(=O)(=O)c2ccc(Cl)c(C(F)(F)F)c2)CC1)N1CCC1,-3.7
CNCC(O)c1ccc(OC(=O)C(C)(C)C)c(OC(=O)C(C)(C)C)c1 (stereo not drawn),-1.9

# For reference, two of the compounds above:
SMILES,HDAC3 inhib
O=C(C1CCN(S(=O)(=O)c2ccc(Cl)c(C(F)(F)F)c2)CC1)N1CCC1,-3.7
CNCC(O)c1ccc(OC(=O)C(C)(C)C)c(OC(=O)C(C)(C)C)c1 (stereo not drawn),-1.9

# A draw from above in order of number of heavy atoms, falling:
SMILES,HDAC3 inhib
C[C@H](CO)N1C[C@H](C)[C@@H](CN(C)S(=O)(=O)c2ccccc2)Oc2ccc(NC(=O)NC3CCCCC3)cc2C1=O,8.2
CCOC(=O)c1ccc(N2C(=O)[C@@H](c3ccccc3)[C@H]2c2ccccc2)cc1,-1.8
COc1cccc(/C=C/C(=O)OCC(=O)NCC2CCCCC2)c1OC,-4.8

# Source: PubChem (Broad Institute)
